AmpC det inh: Promiscuous and Specific Inhibitors of AmpC Beta-Lactamase (assay with detergent) | P00811 | purified AmpC, nitrocefin hydrolysis with detergent | Potency, µM (titrated, usually from 28.7 µM), for inactives: at the highest dose activity change, negative = inhibition | hit rate 0.09% among 71,000 | AID 584, 2007; active = well fitted curve in the direction sought with a large enough effect
Target sequence (P00811 whole entry, looked up): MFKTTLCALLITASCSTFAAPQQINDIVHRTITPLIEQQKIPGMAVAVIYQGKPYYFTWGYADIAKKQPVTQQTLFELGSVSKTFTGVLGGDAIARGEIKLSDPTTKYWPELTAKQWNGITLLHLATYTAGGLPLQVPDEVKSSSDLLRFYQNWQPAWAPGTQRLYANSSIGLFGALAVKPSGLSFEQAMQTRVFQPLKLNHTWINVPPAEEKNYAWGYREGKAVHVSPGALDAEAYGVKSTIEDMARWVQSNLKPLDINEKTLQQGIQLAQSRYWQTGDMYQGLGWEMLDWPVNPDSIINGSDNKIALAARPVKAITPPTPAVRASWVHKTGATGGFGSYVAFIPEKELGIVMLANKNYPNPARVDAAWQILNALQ
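E. coli AmpC (5.3 nM) in 20 mM phosphate pH 7.0 with 0.01% Triton X-100, preincubated 15 min RT with compound; nitrocefin (2 uL of 800 uM stock) hydrolysis followed by 480 nm absorbance every 20 s over 4 min.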
Starred values were filed as active, the others as inactive; & = joins results of further samples; [ ] = dose if it differs, or a comment. % is scaled to controls: 0 for no effect and ±100 for the full control effect; potency is read from the fitted curve at half-maximal effect. The list is partial; count on the stated rates, not on these rows.

SMILES	AmpC det inh
CCOC(=O)c1ccoc1CSCC(=O)N1CCN(S(=O)(=O)c2ccc(C)cc2)CC1	-4%
Cc1cc(C)n(-c2nc3c(c(=O)n(C)c(=O)n3C)n2C)n1	15%
CN(C)C[C@H]1CCC2=C(C1=O)C(c1ccc(Cl)c(Cl)c1)C1=C(CC[C@H](CN(C)C)C1=O)O2	-3%[5.75 µM]
Cc1oc(-c2ccccc2F)nc1CS(=O)(=O)CC(=O)N1CCc2ccccc21	2%
CC1CCN(C(=O)CSc2ccc3nnc(-c4ccccc4)n3n2)CC1	-2%
COc1ccccc1NC(=O)CSc1nnc(-c2ccc(C)cc2)o1	8%
O=C(Nc1ccc(S(=O)(=O)NCCc2ccccc2)cc1)c1ccco1	-5%
Cc1ccc(S(=O)(=O)N2CCCCC2C(=O)N2CCN(Cc3ccccc3)CC2)cc1 (configuration not stated)	8%
O=C(CN(c1ccc(Cl)c(C(F)(F)F)c1)S(=O)(=O)c1ccccc1)N1CCOCC1	6%
COc1cccc(-n2nnc3c(=O)n(CC(=O)N4CCC(C)CC4)cnc32)c1	-3%

An excerpt from above in order of heavy-atom count, smallest number first.
SMILES	AmpC det inh
Cc1cc(C)n(-c2nc3c(c(=O)n(C)c(=O)n3C)n2C)n1	15%
O=C(Nc1ccc(S(=O)(=O)NCCc2ccccc2)cc1)c1ccco1	-5%
COc1cccc(-n2nnc3c(=O)n(CC(=O)N4CCC(C)CC4)cnc32)c1	-3%
Cc1oc(-c2ccccc2F)nc1CS(=O)(=O)CC(=O)N1CCc2ccccc21	2%
O=C(CN(c1ccc(Cl)c(C(F)(F)F)c1)S(=O)(=O)c1ccccc1)N1CCOCC1	6%
CCOC(=O)c1ccoc1CSCC(=O)N1CCN(S(=O)(=O)c2ccc(C)cc2)CC1	-4%
CN(C)C[C@H]1CCC2=C(C1=O)C(c1ccc(Cl)c(Cl)c1)C1=C(CC[C@H](CN(C)C)C1=O)O2	-3%[5.75 µM]

Additional records
SMILES	AmpC det inh
Cn1nc(-c2ccc(Cl)cc2)c2cc(C(=O)N3CCOCC3)sc21	11%
O=C1CSC(=S)N1CC1CCCO1 (configuration not stated)	2%
CCCCN(C)CCn1c(=S)[nH]c2ccc(N3CCOCC3)cc2c1=O	0%
CCn1c(CNc2ccc(F)cc2)nnc1SCC(=O)N1CCCc2ccccc21	7%
Cc1cc(C)cc(-n2nnc(C(=O)NCc3ccccc3)c2N)c1	-5%
CCc1nnc(NC(=O)CSc2nnc(-c3cccnc3)n2CCc2ccccc2)s1	6%
Cn1c(=O)[nH]c(=O)c2c1nc(NC1CCCCC1)n2Cc1ccccc1	-1%
Cc1cccn2c(=O)c3cc(C(=O)N4CCN(c5ccccc5)CC4)n(C)c3nc12	8%
CCn1c(CSc2nnc3ccccn23)nc2cc(C(=O)O)ccc21	-3%
CC/C(=C\C(=O)c1ccncc1)Nc1ccc(O)cc1	3%
CCCC(=O)Cl	11%
c1ccc(C[n+]2cccc(-c3cc4ccccc4[nH]3)c2)cc1	-2%[5.75 µM]
O=C(NCCN1CCOCC1)c1ccc(Cl)c(S(=O)(=O)N2CCCCCC2)c1	-4%
CCCS(=O)(=O)n1nc(-c2ccc(Br)cc2)cc1N	4%
Cc1ccc(SCCNS(=O)(=O)c2ccc(F)cc2)cc1	0%
Cc1ccc(C)c(Oc2nnnn2-c2ccccc2)c1	2%
CNc1ncnc2ccc(-c3ccccc3OC)cc12	12%
CN(C)c1nc(Oc2ccc(=O)n(-c3ccccc3)n2)nc(N2CCOCC2)n1	-2%
COc1ccc(C)cc1NC(=O)c1cnc2sccn2c1=O	12%
NS(=O)(=O)c1ccc(NCc2nc3ccccc3[nH]2)cc1	1%[5.75 µM]
Cc1cc(C(=O)CSCc2nnc3n(CCC(C)C)c(=O)c4ccccc4n23)c(C)n1C	-1%
Cc1nc2n(n1)C(c1ccccc1)C1=C(CC(c3ccco3)CC1=O)N2 (configuration not stated)	-3%
CCOC(=O)c1c(C)c(C(=O)NCCOC)c(C)n1CC	-1%
CCOCC(=O)N1CCCC(C(=O)OCC)C1 (configuration not stated)	-1%
Cc1ccc(OCC(=O)Nc2ccc(-c3nc4ncccc4o3)cc2)c(C)c1	-3%
COC(=O)c1cc(COc2cc(C)cc3oc(=O)c4c(c23)CCC4)c(C)o1	21%
Cc1ccc2cc(-c3noc(C(C)(C)C)n3)c(=O)[nH]c2c1	-1%
CCOc1cc(C#N)c(NC(=O)Cn2nnc3ccccc32)cc1OCC	-3%
CCOC(=O)N1CCN(C(=O)CSc2nnc(-c3cccc(OC)c3)o2)CC1	-4%
Cc1csc(SCc2nnc(-c3ccccc3Br)o2)n1	-2%
O=C(CN1CCNCC1)Nc1ccccc1Cl	-6%
COc1ccc(-c2ccc(C(=S)N3CCN(C(C)=O)CC3)o2)cc1	-6%
COc1ccccc1NC(=O)CSc1nnc(-c2ccoc2C)n1CCc1ccccc1	-2%
O=C(CSc1nc(-c2ccccc2)cc(C(F)(F)F)n1)NCCN1CCOCC1	2%
CC(C)c1cccc2cc3c(nc12)-c1cccc(=O)n1C3	0%
COc1ccccc1-c1nnc2sc(-c3cc4ccccc4o3)nn12	-3%
Cc1ccccc1Nc1nc(N)nc(CN(C)c2ccccc2)n1	-6%
CCCC(C(=O)c1ccccc1)n1cncn1 (configuration not stated)	2%
CCS(=O)(=O)N1CCN(C(=O)c2cccnc2)CC1	-2%
Cn1c(SCc2ccc(C#N)cc2Cl)nc2ccccc21	5%
CCn1c(=NC(=O)CSCC(=O)Nc2nccs2)sc2ccccc21	-5%
COc1ccc(-n2nnnc2SCC#CCO)cc1	1%
Cc1ccccc1-n1c(=O)cc(N2CCN(Cc3ccccc3)CC2)[nH]c1=O	8%
COc1nc(Oc2ccc(=O)[nH]n2)nc(N2CCOCC2)n1	-3%
Cc1ccc(S(=O)(=O)c2c(C)nn(C(C)(C)C)c2OC(=O)C2CCCC2)cc1	4%
CCOC(=O)C1CCCN(c2c(NCC3CCCO3)c(=O)c2=O)C1 (configuration not stated)	11%
COc1ccc(CNc2ncnc3ccc(-c4ccoc4)cc23)c(OC)c1	10%
O=c1c2ccccc2c(/C=N/n2cnnc2)c(O)n1-c1ccccc1F	10%
Cc1ccc(C(=O)N2CCCCCC2)cc1Br	-4%
Cc1nnc(NC(=O)CSc2nnc(Cc3ccccc3)n2Cc2ccccc2)s1	-1%

(continued)
SMILES	AmpC det inh
O=C1c2ccccc2CC1Sc1nnc(-c2ccncc2)o1 (configuration not stated)	-4%
Cc1cc(C(=O)N2CCN(c3cccc(Cl)c3)CC2)c(C)o1	-2%
COCCOC(=O)C1=C(C)NC(=O)CC1c1cc2c(cc1Br)OCO2 (configuration not stated)	-3%
Clc1ccc(-c2nc3nc4ccccc4nc3n2Cc2ccco2)cc1	0%
O=c1c(-c2ccc(F)cc2)nc2cnc(N3CCNCC3)nc2n1-c1ccccc1	8%
CN(C)S(=O)(=O)c1ccc(C(=O)Nc2nc(-c3cccs3)cs2)cc1	7%
CC1=Nn2c(nnc2-c2cc(C)[nH]n2)SC1	12%
CC(C)(C)C(=O)Cn1c(NCCCO)nc2ccccc21	-2%
COC(=O)CCn1nnc(-c2ccc(C)cc2)n1	5%
Cc1nc2cncnc2n(Cc2ccccc2)c1=O	-2%
Cc1nc2c3cnn(-c4ccccc4)c3ncn2n1	-3%
CC1CCN(S(=O)(=O)c2ccc3c(c2)c(=O)c(C(=O)N2CCCCC2)cn3C)CC1	-3%
CS(=O)(=O)Nc1ccc(Cc2ccc(NS(C)(=O)=O)cc2)cc1	-6%
O=C(CCn1c(=O)oc2ccccc21)N1CCOCC1	-1%
O=C(COc1ncnc2ccccc12)N1CCN(S(=O)(=O)c2ccc(Cl)cc2)CC1	0%
CCCC(=O)Nc1ccc(NC(=O)c2ccccc2OC)cn1	1%
O=C(CN1C(=O)C2C3C=CC(C3)C2C1=O)NCCN1CCCc2ccccc21 (configuration not stated)	0%
CCCCCCCCC/C=C/CC1CC(=O)OC1=O (configuration not stated)	6%
CC1=CCC2C(=O)N(c3ccc(Br)cc3C)C(=O)C2C1 (configuration not stated)	19%
CCOC(=O)CN1C(=O)C(C)(C)Oc2ccc(C(=O)Nc3ccccc3)cc21	24%

Looked up by structure from above:
SMILES	AmpC det inh
O=C(CN1C(=O)C2C3C=CC(C3)C2C1=O)NCCN1CCCc2ccccc21 (configuration not stated)	0%
CC1=CCC2C(=O)N(c3ccc(Br)cc3C)C(=O)C2C1 (configuration not stated)	19%
Cc1nc2c3cnn(-c4ccccc4)c3ncn2n1	-3%

The listing picks up, starting 4 compounds before the break.
SMILES	AmpC det inh
O=C(CN1C(=O)C2C3C=CC(C3)C2C1=O)NCCN1CCCc2ccccc21 (configuration not stated)	0%
CCCCCCCCC/C=C/CC1CC(=O)OC1=O (configuration not stated)	6%
CC1=CCC2C(=O)N(c3ccc(Br)cc3C)C(=O)C2C1 (configuration not stated)	19%
CCOC(=O)CN1C(=O)C(C)(C)Oc2ccc(C(=O)Nc3ccccc3)cc21	24%
COc1cc(OC)c(-c2nn3c(C4CCCCC4)nnc3s2)cc1OC	-6%
COc1ccc(-c2coc3ccc(O[C@@H]4O[C@@H](COC(C)=O)[C@@H](OC(C)=O)[C@@H](OC(C)=O)[C@H]4OC(C)=O)cc3c2=O)cc1	-3%
O=C(CCSc1nnc(-c2ccco2)o1)Nc1ccc(Cl)cc1	21%
NC(=NCCC[C@@H](N)C(=O)O)N[N+](=O)[O-]	-4%
CCN1CCN(C(=O)CN(c2ccccc2C)S(C)(=O)=O)CC1	-5%
Cc1ccc(N(C=NC#N)CC(=O)N2CCN(c3ccccc3)CC2)cc1	13%
O=C(CSc1nc2cccnc2n1Cc1ccccc1)NCc1ccco1	-1%
Cc1cc(C)c(C#N)c(SCS(=O)Cc2ccccc2)n1 (configuration not stated)	10%
COc1ccc(OC)c(C2CC(=O)c3c([nH]c(C(=O)OC(C)C)c3C)C2)c1 (configuration not stated)	11%
CCSc1oc(-c2ccccc2)nc1S(=O)(=O)c1ccccc1	2%
O=C(NCCc1csc(-c2cccnc2)n1)c1ccco1	5%
CC(C)(C)OO	10%&6%
CCn1c(C2CC(=O)N(c3cc(C)cc(C)c3)C2)nc2ccccc21 (configuration not stated)	9%
CCOC(=O)c1nc2nc(C)cc(=O)n2[nH]1	-4%
CC(C)(CS)C(=O)N1CCC[C@H]1C(=O)O	0%[12.8 µM]
COc1cnc(NS(=O)(=O)c2ccc(N)cc2)nc1	-1%[12.8 µM]
Cc1ccc(C(N)=Nc2ccccc2)cc1	-6%[5.75 µM]
CCn1cc(C2=NCC(C)O2)c2ccccc21 (configuration not stated)	-4%
CCCOC(=O)C1=C(C)NC2=C(C(=O)C(C(=O)OC)C(C)C2)C1c1ccc(N(CC)CC)cc1 (configuration not stated)	-1%
CCOc1cc2[nH]c(=O)n(Cc3cccc(OC)c3)c(=O)c2cc1OCC	-3%
Cc1noc(C)c1-c1nc(Nc2ccc(F)cc2)c2ccccc2n1	-17%
N[C@@H](Cn1cc(I)c(=O)n(Cc2ccc(C(=O)O)cc2)c1=O)C(=O)O	-4%
CCCn1c(SCC(=O)Nc2sc(C)c(C)c2C(=O)OCC)nc2c1c(=O)n(C)c(=O)n2C	-2%
N#CC1=C(N)Oc2cc(O)ccc2C1c1cccs1 (configuration not stated)	17%
C=Cc1cccc(C)c1	9%
O=C(COC(=O)c1cccs1)Nc1ccccc1	-4%
COc1ccc(-c2c(C)oc3c(CN4CCN(CCO)CC4)c(O)ccc3c2=O)cc1OC	-1%
COc1cccc(Cn2c(=O)c(-c3cc(F)cc(F)c3)nc3cnc(OC)nc32)c1	2%
CCCCCc1c(C)nc(Nc2nc(C)c3cc(OC)ccc3n2)[nH]c1=O	-2%
Cc1ccc(P(=O)(O)c2ccc(C)cc2)cc1	3%
O=C(Nc1ncc2c(n1)CC(c1ccccc1)CC2=O)c1ccco1 (configuration not stated)	-2%
Brc1ccccc1-c1ccccc1	10%
CCCCCn1c(=O)[nH]c2cc(C(=O)NCc3ccc4c(c3)OCO4)ccc2c1=O	-1%
CCc1ccccc1-n1cnc2cc(C(=O)O)ccc21	-4%
COC(C)(C)C	13%
C=C1c2cc(CC)ccc2NC(=O)N1c1ccc(C)cc1	12%
COc1ccc2cnn(-c3ccccc3)c(=O)c2c1OC	-5%
Cc1ccc2oc(=O)c3cnn(CC(=O)NCCc4ccsc4)c3c2c1	3%
COc1ccc2c(c1)c1nnc(SC)nc1n2C	8%
Cc1cc(N=CC2=C(O)CCCC2=O)no1	1%
CCOC(=O)N1CCC(N2C(=O)c3ccccc3C2Nc2cccnc2)CC1 (configuration not stated)	11%
CCOC(=O)N1CCN(CC(=O)Nc2c(C(=O)OC)[nH]c3cccc(Cl)c23)CC1	-5%
CN=c1oc2ccc(Cl)cc2cc1C(N)=O	7%
c1ccc2c(c1)CC1(CCCC1)n1nnnc1-2	-5%
COc1ccccc1-c1noc(-c2ccncc2)n1	-14%
O=C(c1ccco1)N1CCN(c2ccc(S(=O)(=O)N3CCCC3)cc2)CC1	8%
Cc1cc(C)n(CC(O)CN2c3ccccc3Sc3ccccc32)n1 (configuration not stated)	6%
Cc1ccc(S(=O)(=O)NCC(=O)OCC(=O)Nc2ncc(Cl)cc2Cl)cc1	-6%
O=C(c1ccccc1)N1CCN(C(=O)N2CCCCC2)CC1	11%
CCOC(=O)c1sc(NC(=O)CSc2nnnn2-c2ccccc2)c(C(=O)OCC)c1C	-1%

Continued:
SMILES	AmpC det inh
CN(CCNS(=O)(=O)c1ccc2c(c1)oc(=O)n2C)Cc1ccccc1	5%
CCOC(=O)c1cc2sccc2n1CC(=O)Nc1ccc(OC)c(OC)c1	-4%
Cn1nnnc1SCC(=O)Nc1ccccc1C(=O)NCc1ccccc1	-2%
COc1ccc(NC(=O)N2CC3(CCN(C(=O)Oc4ccccc4)CC3)C2)cc1	-14%
CCCn1c(SCC(=O)NCc2ccco2)nc2c1c(=O)n(C)c(=O)n2C	3%
CCOc1ccc2cc(C#N)c(SCC(=O)N3CCOCC3)nc2c1	9%
c1nc(NC2CCCC2)c2[nH]cnc2n1	3%
COc1cccc(NC(=O)CSc2nnc(-c3ccc(C)cc3)o2)c1	10%
CCOC(=O)CC(=O)CSc1ccc2nnc(-c3ccc(F)cc3)n2n1	-4%
